# Bioassay records as filed in PubChem.
# proCasp7 act: counter-screen for procaspase-3 activators: activators of human procaspase-7. P55210. recombinant procaspase-7, Ac-DEVD-pNA absorbance 405 nm; D23A/D198A/D206A triple mutant, cannot self-cleave; scale: DMSO 0, 5 µM enzyme 100. activation, % at 8.5 µM. hit rate 0.093% among 330,000;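 active = percent activation above the screen-wide mean plus 3 SD, cut at about 25% in these data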
#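 Detection: p-Nitroaniline absorbance at 405 nm, read at 0 and 120 min; system: Uncleavable procaspase-7 mutant enzyme; evaluation: % activation from two-timepoint absorbance difference, scaled to controls; times: 1 h enzyme–compound preincubation and 2 h substrate reaction, both 25 °C; buffer or medium: Zinc-free HEPES pH 7.4 with 300 mM NaCl, 0.01% Triton X-100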
# proCasp3 act: procaspase-3 (human) activation; recombinant procaspase-3 D3A, Ac-DEVD-pNA absorbance 405 nm; P42574; hit rate 0.11% among 330,000; activation, % at 8.5 µM;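 active = activation above the mean of all tested compounds plus 3 SD, cut at about 21% in these data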;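 note: 0% = DMSO alone and 100% = DMSO wells spiked with extra 5 µM PC-3 D3A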
#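 Compound: 8.5 µM single point, 0.8% DMSO / Material: Autoprocessing-dead procaspase-3 D3A mutant enzyme / Timing: 1 h preincubation plus 2 h reaction at 25 °C / Medium: Zinc-free HEPES/NaCl buffer with 0.01% Triton X-100 at pH 7.4 / Technique: 405 nm absorbance of p-nitroaniline, reads at 0 and 120 min / Repeats: one well per compound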
# AHR activator: activates the human aryl hydrocarbon receptor; P35869; AHR-responsive luciferase reporter cells, luminescence; activation, % at 5 µM; hit rate 2.5% among 320,000; in the data active = activation above about 47%;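 note: 0% = vehicle wells and 100% = reference agonist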
# Target sequence (P35869 whole entry, looked up): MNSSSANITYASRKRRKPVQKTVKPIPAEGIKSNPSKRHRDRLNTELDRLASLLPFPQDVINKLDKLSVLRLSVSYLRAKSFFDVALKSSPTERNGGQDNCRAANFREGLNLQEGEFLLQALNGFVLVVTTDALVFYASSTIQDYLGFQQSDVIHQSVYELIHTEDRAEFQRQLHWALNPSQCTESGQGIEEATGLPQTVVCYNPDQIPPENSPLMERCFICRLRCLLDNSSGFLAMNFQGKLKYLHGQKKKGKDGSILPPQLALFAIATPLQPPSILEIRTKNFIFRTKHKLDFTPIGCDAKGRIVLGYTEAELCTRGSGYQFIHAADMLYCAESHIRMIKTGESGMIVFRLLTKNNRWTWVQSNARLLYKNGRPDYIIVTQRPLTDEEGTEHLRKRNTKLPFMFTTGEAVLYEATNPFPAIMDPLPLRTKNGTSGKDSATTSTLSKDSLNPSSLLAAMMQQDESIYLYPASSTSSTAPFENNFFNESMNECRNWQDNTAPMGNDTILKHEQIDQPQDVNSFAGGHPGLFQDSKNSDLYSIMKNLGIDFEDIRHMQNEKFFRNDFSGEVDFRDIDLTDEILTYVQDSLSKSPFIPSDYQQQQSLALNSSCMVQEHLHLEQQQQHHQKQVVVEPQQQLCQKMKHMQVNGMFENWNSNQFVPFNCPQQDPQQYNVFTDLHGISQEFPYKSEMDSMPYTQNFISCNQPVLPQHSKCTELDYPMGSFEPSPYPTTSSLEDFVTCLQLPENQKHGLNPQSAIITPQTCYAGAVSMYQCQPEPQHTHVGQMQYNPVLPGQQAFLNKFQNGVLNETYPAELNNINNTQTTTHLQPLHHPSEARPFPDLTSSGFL
# JMJD2C inh: human JMJD2C demethylase inhibition | Q9H3R0 | GST-JMJD2C(1-420) H3K9me3 demethylation, DELFIA europium | inhibition, % at 2.35 µM | hit rate 0.069% among 330,000 | AID 2099;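 active = more than half of a compound's replicate wells show inhibition beyond 50%, single wells judged on their own value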;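 note: signal counts dimethyl H3K9 product captured on neutravidin plate; 0% = median of DMSO wells and 100% = 0.3 times that DMSO median; strong numbers were not always called active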
# LAP4-GFP MLPCN: modulators of TOR pathway LAP4-GFP in S. cerevisiae | S. cerevisiae LAP4-GFP multiplex, flow cytometry GFP, 3 h; median GFP as percent of DMSO wells | GFP response vs DMSO, % at 10 µM | hit rate 0.34% among 320,000 | AID 2023;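 active = GFP response vs DMSO above a set limit, about the screen mean plus 3 SD, cut at about 150% in these data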
# MEP2 TOR yeast: modulators of TOR pathway MEP2-GFP in S. cerevisiae | S. cerevisiae MEP2-GFP strain, flow cytometry GFP, 3 h; 100% = DMSO control level | GFP response vs DMSO, % at 10 µM | hit rate 0.51% among 330,000;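 active = GFP response versus DMSO above a set limit, roughly screen mean plus 3 SD, cut at about 180% in these data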;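 note: median GFP fluorescence of the barcode-gated MEP2-GFP cells per well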
# RPL19A TOR yeast: yeast TOR pathway RPL19A-GFP modulation. S. cerevisiae RPL19A-GFP strain, flow cytometry, 3 h; active compounds read low. percent response vs DMSO, % at 10 µM. hit rate 0.3% among 330,000;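 active = percent response vs DMSO below 50%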;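 note: median channel GFP fluorescence of the barcoded RPL19A-GFP strain; ratio of sample median GFP to plate DMSO average so 100% = DMSO; lower means less RPL19A-GFP as with rapamycin TOR inhibition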
# CR mimetic SO: lowers age-related superoxide in aged yeast cells. S. cerevisiae aged cells, superoxide DHE fluorescence; active compounds read low. superoxide response (% of plate mean), % at 10 µM. hit rate 0.18% among 330,000. AID 2690;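 active = superoxide response under a set limit, about three screen SD below normal, cut at about 65% in these data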;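 note: yeast aged for seven days with compound at 30 °C before DHE staining; 100% = average MFI of all compound-treated wells on the plate with controls excluded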
# Numbers without * were called inactive; / = no result given; [ ] = remark or other dose.
SMILES,proCasp7 act,proCasp3 act,AHR activator,JMJD2C inh,LAP4-GFP MLPCN,MEP2 TOR yeast,RPL19A TOR yeast,CR mimetic SO
CCn1c(=O)n(CCc2ccccc2)c(=O)c2c3c(sc21)CCCC3,-2,3,4,5,103,90,100,92
O=C(C1=C(O)C(=O)N(CCN2CCOCC2)C1c1ccc(Cl)cc1)c1cc2ccccc2o1 (stereo not drawn),-28,-15,2,10,102,102,100,102
O=C1CC(C(=O)N2CCN(c3ccc(F)cc3)CC2)CN1CCc1ccccc1 (stereo not drawn),4,-3,2,6,100,99,100,83
CCC(=O)N1CCN(c2ccccc2NC(=S)NC(=O)c2cccc([N+](=O)[O-])c2)CC1,-6,-1,29,20,95,99,106,90
COc1ccc(OC)c(CCNC(=O)CS(=O)(=O)Cc2nc(-c3ccc(C)cc3)oc2C)c1,-15,3,1,-4,88,94,92,106
C/C(=N\NC(=S)Nc1ccccc1C)C1Cc2ccccc2C(=O)O1 (stereo not drawn),-6,9,19,-3,112,98,100,92
Fc1ccccc1/C=N/Nc1ccc(Cl)nn1,13,4,26,4,98,99,94,100
C/C(=N/OC(=O)c1c(-c2ccccc2Cl)noc1C)c1cnccn1,-8,-5,0,6,107,107,102,119
CCOc1ccc(/C=C\c2nc(O)c([N+](=O)[O-])c(=O)[nH]2)cc1OCC,-2,0,2,-17,85,102,106,73
CCOC(=O)c1c(C)[nH]c(C)c1S(=O)(=O)NCC(=O)Nc1ccccn1,8,1,1,7,101,112,100,88
CC(C)CCN1CCN(Cc2ccc(Oc3ncccn3)cc2)CC1CCO (stereo not drawn),14,8,-2,-7,93,97,95,108
COc1ccc(CC(=O)Nc2ccc(S(=O)(=O)NCC3CCCO3)cc2)cc1 (stereo not drawn),11,0,-1,3,95,96,105,96
C[N+](C)(C)CCCN(Cc1ccc2c(c1)OCO2)C(=O)NC1CCCCC1,5,3,-3,-20,111,109,96,108
CC1=C(C(=O)OCC2CCCO2)C(c2coc3ccc(Cl)cc3c2=O)C2=C(CCCC2=O)N1 (stereo not drawn),6,3,35,6,100,98,102,85
COc1ccc(OC)c(NC(=O)CSc2nnc(-c3ccncc3)s2)c1,5,-2,6,36,99,106,101,120
COc1ccc(-c2nn[nH]n2)cc1OC,-1,-12,7,1,97,103,98,107
Cc1cc(C)c(NC(=O)/C=C\C(=O)O)c([N+](=O)[O-])c1,-34,-27,2,-2,102,89,96,112
COc1ccccc1NC(=O)CSc1nnc(CNC(=O)c2ccco2)n1C,-5,12,0,5,90,91,95,107
Cc1[nH]c(=O)[nH]c(=O)c1S(=O)(=O)Nc1ccc(Oc2ccccc2)cc1,4,13,-5,1,100,91,92,109
O=C(OCc1ccccc1F)c1ccc2c(c1)-c1ccccc1C2=O,3,2,3,2,100,98,95,89
Cc1ccc(NC(=O)CCNC(=O)c2ccccc2)cc1F,-6,0,-2,1,100,107,100,106
CN1C(=O)CC(Sc2ncccc2C(=O)O)C1=O (stereo not drawn),-15,1,2,-1,92,98,96,112
CCOc1cc(N2CCOCC2)c(OCC)cc1NC(=O)CCC1CCCC1,-2,0,3,-2,101,108,98,104
COc1ccc(CNC(=O)CN2C(=O)NC(c3ccccc3)(c3ccccc3)C2=O)cc1,5,3,4,1,92,92,101,93
CN(Cc1ccc(F)cc1)C(=O)CN1C(=O)c2ccccc2S1(=O)=O,5,-7,-1,5,99,95,95,99
CCN(CC)C(=O)CCn1nc(-c2ccc(C)cc2)c2ccccc2c1=O,2,-10,2,-1,97,97,104,37*
N#Cc1ccccc1Cn1c(=O)n(C2CCCC2)c(=O)c2ccccc21,0,2,-6,-4,97,101,98,103
COC(=O)c1ccc(NC(=O)Cc2ccc(F)cc2)cc1,5,-7,0,-4,99,101,99,86
COc1cccc(-c2nc(CS(=O)CC(=O)NCc3ccc4c(c3)OCO4)c(C)o2)c1 (stereo not drawn),5,-3,18,-2,97,97,96,106
CCCN1CCN(C(=O)c2c(Cl)cnn2C)CC1,-2,-5,3,-13,85,114,113,99
CC(C)C(=O)N1CCN(c2ccc(NC(=O)c3ccc4c(c3)OCCO4)cc2Cl)CC1,8,10,0,12,98,98,92,92
O=C(NCc1ccccc1)N1CCN(c2ccccc2)CC1,-8,-6,-5,-35,86,95,94,107
CC1(C)CC(=O)C(C=NCC2CCN(C(=S)Nc3cccc(Cl)c3)CC2)=C(O)C1,-7,-9,0,9,98,100,93,120
Cc1ccc2[nH]c3c(=O)n(CC(=O)Nc4ccccc4N4CCN(C)CC4)ncc3c2c1,-5,2,6,-12,56[may fluoresce violet],258*[may fluoresce violet],43*[may fluoresce violet],93
COc1ccc(N2CC(C(=O)Nc3ccc(S(=O)(=O)Nc4nccs4)cc3)CC2=O)c(OC)c1 (stereo not drawn),1,1,-1,2,109,99,103,96
COc1ccc(Nc2nc(N3CCN(S(C)(=O)=O)CC3)nc3ccccc23)c(OC)c1,-33,-15,5,-2,99,111,101,95
Cc1nn(-c2ncc(C(F)(F)F)cc2Cl)c(=O)n1-c1c(F)cccc1F,5,2,8,10,90,101,101,127
Cc1ccc(C2=NN(C(=O)CSc3nccn3C)C(c3ccco3)C2)cc1 (stereo not drawn),7,3,-2,8,106,102,98,102
CC(=O)c1c(C)oc2ccc(NS(=O)(=O)c3ccccc3)cc12,-1,6,8,5,97,106,104,115
CCOC(=O)C1C(=O)Oc2ccc3ccccc3c2C1C1CCOC1=O (stereo not drawn),3,7,-1,1,97,95,96,99
Cc1cccc(N2CCN(C(=O)CCC(=O)N3CC(C)Oc4ccccc43)CC2)c1C (stereo not drawn),-1,4,-1,-8,123,97,97,79
CN(C(=S)SCc1ccccc1)C1CCS(=O)(=O)C1 (stereo not drawn),-5,6,-2,2,96,90,92,111
CCn1c(Cc2ccccc2)nnc1SCC(=O)Nc1ccc(N)cc1,-7,-1,2,-7,79,90,116,112
Clc1ccccc1Cc1noc(CN2CCN(Cc3ccccn3)CC2)n1,12,1,0,-16,96,96,91,105
COc1ccc2cc(CN(Cc3ccco3)C(=S)NCC3CCCO3)c(=O)[nH]c2c1 (stereo not drawn),-6,6,1,1,101,108,99,97
CC(C)NC(=O)c1ccc(CS(=O)(=O)c2ccc(Br)cc2)o1,3,-2,3,-10,103,106,99,98
Cc1ccc(Nc2nc(N)c(C#N)c(CC#N)c2C#N)cc1,-3,-5,35,17,100,92,96,89
CC(=O)c1c(N2CCN(Cc3ccccc3)CC2)nc(=S)n(-c2ccccc2)c1C,3,6,1,-6,92,83,93,104
CCN(CCO)Cc1csc2ccc(Cl)cc12,-8,8,1,-16,101,104,107,106
COc1ccc2[nH]cc(CCNC(=O)C3CCCNC3=O)c2c1 (stereo not drawn),6,2,1,-13,99,99,98,99
# (next part)
SMILES,proCasp7 act,proCasp3 act,AHR activator,JMJD2C inh,LAP4-GFP MLPCN,MEP2 TOR yeast,RPL19A TOR yeast,CR mimetic SO
COc1cc2c(cc1OC)C(=O)Cc1ccc3c(c1CN(C)CC2)OCO3,3,9,1,28,105,112,102,88
O=C(O)[C@H](Cc1ccccc1)Nc1ccc([N+](=O)[O-])cn1,-30,-22,8,-5,102,105,103,99
Cc1ccc(C)c(NC(=O)CN(C)C(=O)C2CCN(C(=O)Nc3ccccc3)CC2)c1,7,1,-1,-2,99,99,99,88
Cc1ccc(CNC(=O)C23CN(Cc4ccccc4)CC2C(c2cccc([N+](=O)[O-])c2)=NO3)cc1 (stereo not drawn),13,10,2,-6,108,100,106,101
COc1ccc(C(=O)CNc2ccc(C)cc2C)cc1,-9,-7,-6,-1,117,111,104,90
O=C(c1ccccc1)N1CCN(C2C3CC4CC(C3)CC2C4)CC1 (stereo not drawn),2,5,0,1,94,100,95,103
CCCn1c(N)c(NCCN2CCOCC2)c(=O)[nH]c1=O,9,0,1,24,98,97,95,106
Clc1ccc(-c2ncc3ccccn23)cc1,-7,-3,13,0,106,106,114,91
C=CCn1c(-c2ccc(F)cc2)n[nH]c1=S,-6,5,-3,7,119,99,97,118
Cc1ccc2nc(SCC(=O)NC3CCS(=O)(=O)C3)[nH]c2c1 (stereo not drawn),-8,11,13,0,100,102,97,101
O=C(c1cc(COc2ccc(F)cc2Cl)on1)N1CCN(c2cnccn2)CC1,7,10,33,2,105,103,97,88
Cc1ccc(NC(=O)c2ccc(NS(=O)(=O)c3c(C)noc3C)cc2)cc1C,14,-2,11,-3,101,103,102,101
CC(C)(C)NC(=O)Nc1ccc(F)c(Cl)c1,5,5,2,-6,93,101,101,97
CCS(=O)(=O)NCCc1csc(C)n1,8,-6,-2,4,102,97,100,110
O=C(Cc1cccc2ccccc12)N/N=C/c1ccc(F)cc1,1,8,1,-11,101,102,100,119
CCNC(=S)Nc1nc2c(cc1C(=O)OCC)CCCC2,10,-4,12,0,98,100,101,98
O=C(Nc1ccccc1)C1Cc2ccccc2CN1C(=O)c1ccco1 (stereo not drawn),-12,-4,18,5,96,101,99,94
c1ccc2c(c1)CCCn1nnnc1-2,-3,7,1,-18,109,103,99,97
CCC(=O)N1c2ccccc2NC2=C(C(=O)CCC2)C1c1ccco1 (stereo not drawn),-5,-7,-1,0,101,102,100,103
COc1cc(OC)c(C(=O)NCc2ccco2)cc1OC,-1,-6,10,2,87,97,100,100
O=C(CNC(=O)c1ccco1)Nc1ccc(F)c(Cl)c1,/,/,/,-2,98,105,101,103
Cc1ccc(S(=O)(=O)NC(=O)c2ccc(Br)o2)c(C)c1,-2,1,0,9,142,99,93,95
CSCCC(Nc1nc2ccccc2s1)C(=O)O (stereo not drawn),3,2,16,118,100,105,98,104
O=C1CCCCCN1Sc1ccccc1,-24,-22,-1,-5,139,89,90,103
COc1ccc(C2=NN(CCC(=O)NCC3CCCO3)C(=O)CC2)cc1 (stereo not drawn),-2,0,3,-1,95,98,97,88
Cc1ccccc1C(=O)NC1CC2CCC(C1)N2Cc1ccccc1 (stereo not drawn),2,-2,0,26,87,93,88,100
COc1cc(OC)c(C2C(C(=O)Nc3ccc(C)cc3C)=C(C)Nc3ncnn32)cc1OC (stereo not drawn),-8,8,5,8,82,91,94,90
